Runt-SMMHC FRET – blocks binding of human RUNX1 Runt domain to CBFb-SMMHC. Cerulean-Runt/Venus-CBFb-SMMHC FRET ratio 530/480, 1 h. inhibition, % at 20 µM. 220,000 tested, 0.74% active;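 active = mean inhibition across duplicate retests at 20 µM reaching about 50%, limit read from the data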;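 note: 0% = DMSO wells and 100% = wells with excess untagged CBFb-SMMHC; inhibitors lower the FRET ratio by blocking Runt binding to CBFb-SMMHC; some results filed as inactive read as strong as hits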
RBBP9 inhibitor – human RBBP9 hydrolase inhibition; inhibition, % at 7.94 µM; O75884; 220,000 tested, 0.2% active; recombinant RBBP9, FP-Rh probe fluorescence polarization;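 active = inhibition above the campaign mean of all tested compounds plus 3 SD, cut at about 14% in these data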;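 note: plate controls were DMSO wells with RBBP9 for no effect and wells lacking RBBP9 protein for full effect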
Target sequence (O75884 whole entry, looked up): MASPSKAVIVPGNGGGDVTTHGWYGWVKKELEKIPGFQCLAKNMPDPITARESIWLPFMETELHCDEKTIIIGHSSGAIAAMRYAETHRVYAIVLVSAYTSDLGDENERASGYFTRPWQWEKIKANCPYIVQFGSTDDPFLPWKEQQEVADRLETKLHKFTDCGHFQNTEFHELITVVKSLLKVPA
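Material: RBBP9 protein. Amount: RBBP9 at 2.5 µM in dispensed solution, before mixing. Schedule: 30 min then 45 min, 25 °C. Medium: Tris buffer pH 8.0, NaCl, Pluronic. Measured by: fluorescence polarization. Measure: percent inhibition from mP, scaled between DMSO and no-protein wells. Replication: one well per compound.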
Mdm2 ligase inh – Mdm2 E3 ligase (human) inhibition; Q00987; cell-based MDM2 ubiquitination luciferase reporter, 2 h; 0 = plate control, 100 = twice control, blank-subtracted; signal enhancement, % at 5 µM; 210,000 tested, 0.11% active; AID 1230;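 active = signal enhancement of 30% or more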;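 note: luminescence tracks abundance of the self-degrading MDM2-luciferase fusion protein; higher signal means inhibition of MDM2 E3 ligase activity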
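Material: Stable MDM2–luciferase fusion reporter cells | Amount: 2000 cells seeded into each well | Dosing: One concentration, 5 µM, with 0.2% DMSO | Incubation: 4 h cell settling then 2 h compound exposure, 37 °C | Measured by: Luciferase luminescence | Read-out basis: % enhancement relative to plate controls after blank subtraction | Benchmarks: Control and blank well means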
p97 inhibitor – human p97 ATPase inhibition | recombinant p97 ATPase, Kinase-Glo ATP luminescence, 3 h | inhibition, % at 8 µM | 220,000 tested, 0.42% active | AID 1481; in the data active = inhibition above about 15%;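 note: 0% = DMSO vehicle and 100% = wells lacking enzyme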
NPY-Y1 PAM-ag – potentiators or agonists of human neuropeptide Y receptor Y1; NPY-Y1 expressing cells, potentiator/agonist activation; P25929; activation, % at 3.6 µM; 220,000 tested, 0.37% active; in the data active = activation above about 33%, passing the limit was not always enough;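 note: cells stimulated with NPY at EC10 then isoproterenol at EC100; 0% = low agonist plus stimulus and 100% = saturating agonist plus stimulus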
Hck-Nef inh – human Hck-Nef kinase inhibition. Recombinant Hck-YEEI plus Nef, Z-Lyte FRET kinase assay. inhibition, % at 20 µM. 220,000 tested, 0.68% active. AID 463187;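 active = Hck-Nef kinase inhibition above about 50%, limit read from the data; inactive = inhibition below that limit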;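 note: 0% = DMSO with Hck plus Nef and 100% = Hck alone without Nef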
Target sequence (P08631 whole entry, looked up): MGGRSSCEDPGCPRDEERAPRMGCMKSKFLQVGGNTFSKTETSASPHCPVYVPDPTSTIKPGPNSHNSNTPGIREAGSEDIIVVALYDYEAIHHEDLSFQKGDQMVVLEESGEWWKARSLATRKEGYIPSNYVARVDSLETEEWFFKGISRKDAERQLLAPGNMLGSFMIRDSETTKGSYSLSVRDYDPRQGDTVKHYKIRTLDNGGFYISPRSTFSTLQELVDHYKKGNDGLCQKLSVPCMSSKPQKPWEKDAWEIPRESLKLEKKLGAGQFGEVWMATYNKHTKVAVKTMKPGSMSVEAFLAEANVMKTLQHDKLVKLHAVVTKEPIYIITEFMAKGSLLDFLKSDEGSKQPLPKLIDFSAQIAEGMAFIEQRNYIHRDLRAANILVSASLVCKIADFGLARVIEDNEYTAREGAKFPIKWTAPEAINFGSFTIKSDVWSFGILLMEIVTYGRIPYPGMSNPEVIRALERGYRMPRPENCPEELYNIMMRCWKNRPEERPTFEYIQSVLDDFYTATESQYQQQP
NPY2 pot ag – human NPY-Y2 potentiation or agonism, primary screen. P49146. activation, % at 3.6 µM. 220,000 tested, 0.45% active. cells expressing NPY-Y2, potentiator/agonist read-out; in the data active = activation above about 27%;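 note: cells stimulated with NPY near EC25 plus isoproterenol at EC100; 0% = vehicle plus submaximal agonist and 100% = vehicle plus saturating agonist; some results beyond the cut were filed as inactive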
NPY-Y1 antag – blocks the human neuropeptide Y Y1 receptor | inhibition, % at 3.6 µM | HEK293-CNG Y1 cells, membrane potential fluorescence; NPY at EC95, then isoproterenol | 200,000 tested, 1% active | P25929;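 active = inhibition above the campaign mean inhibition of all tested compounds plus 3 SD, cut at about 20% in these data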;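 note: 0% = DMSO wells given NPY plus isoproterenol and 100% = isoproterenol alone without NPY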
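Material: HEK293 cells co-expressing NPY Y1 receptor and cyclic-nucleotide gated channel. Timing: compound incubation 1 h at room temperature, readout 45 min post-stimulation. Signal: fluorescence, membrane potential probe.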
Runt-CBFb FRET – Runt domain-CBFb interaction inhibition | Q01196+Q13951 | Cerulean-Runt/Venus-CBFb FRET ratio 530/480, 1 h | inhibition, % at 20 µM | 220,000 tested, 0.46% active | AID 1496;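 active = inhibition over about 50% at 20 µM in the single-dose screen, limit read from the data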;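 note: 0% = DMSO wells and 100% = excess unlabeled CBFb competitor control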
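Assay system: Cerulean-tagged RUNX1 Runt domain (FRET donor) fusion protein / Amount: 100 nM each of Venus-CBFb and Cerulean-Runt domain / Medium: Tris buffer pH 7.5 with salts and BSA / Also added: Venus-CBFb 100 nM / Schedule: 1 h complex formation plus 1 h compound treatment, room temperature / Signal: FRET fluorescence / Read-out: loss of energy transfer signal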
* = called active by the depositor; x = not tested or not shown.

Letters: A = Runt-SMMHC FRET; B = RBBP9 inhibitor; C = Mdm2 ligase inh; D = p97 inhibitor; E = NPY-Y1 PAM-ag; F = Hck-Nef inh; G = NPY2 pot ag; H = NPY-Y1 antag; I = Runt-CBFb FRET
CCC(C)NS(=O)(=O)c1ccc(F)c(C(=O)Nc2c(F)cc(F)cc2Br)c1 (configuration not stated)
  A = -6; B = 3; C = -19; D = -1; E = 12; F = 23; G = 9; H = 5; I = 1

COc1ccc(S(=O)(=O)Nc2ccc(C)cc2)cc1OC
  A = 5; B = -7; C = -9; D = -2; E = -2; F = -1; G = 8; H = -6; I = -1

CCCn1nnnc1NC(=O)c1cc(Cl)ccc1Cl
  A = 3; B = -3; C = 6; D = 1; E = -5; F = -1; G = -5; H = 0; I = 0

CNS(=O)(=O)c1cc(Cl)ccc1Sc1ccccc1C(=O)O
  A = 2; B = -6; C = -8; D = 5; E = 9; F = 6; G = 5; H = x; I = 0

N#Cc1cnn(-c2ccccc2)c1NC(=O)CN1CCN(c2ccccc2)CC1
  A = 0; B = -7; C = -8; D = 1; E = 9; F = 6; G = 10; H = x; I = -1

COC(=O)/C(=N/Nc1cccc(C)c1)N1CCCc2ccccc21
  A = 1; B = -3; C = -13; D = 2; E = -14; F = 1; G = -3; H = 19; I = 0

CCN(CC)CCNC(=O)C1c2ccccc2C(=O)N(C)C1c1cn(C)c2ccccc12 (configuration not stated)
  A = 0; B = -7; C = -15; D = 3; E = 10; F = -21; G = -8; H = 9; I = 0

O=C1NCCCC1C(=O)NCCNC(=O)C(F)(F)F (configuration not stated)
  A = -2; B = -5; C = -13; D = 1; E = 6; F = 0; G = -6; H = -3; I = 0

Cc1cccc(NC(=S)N(C)C)c1C
  A = 2; B = -11; C = -9; D = 5; E = -3; F = 4; G = -16; H = x; I = 1

O=[N+]([O-])c1ccc(NC2CCN(Cc3ccccc3)CC2)c([N+](=O)[O-])c1
  A = -4; B = 4; C = -8; D = -1; E = 14; F = 18; G = 6; H = -2; I = -1

COc1cc2c(cc1OC)C(=S)NC(C)(C)C2
  A = -5; B = -8; C = -9; D = 2; E = 103*; F = 0; G = 46*; H = -3; I = 3

O=C(NCc1ccccc1Cl)C1CCN(S(=O)(=O)N2CCCCC2)CC1
  A = 5; B = -6; C = -8; D = 2; E = -7; F = 5; G = -6; H = -3; I = 0

CCOC(=O)CSC1=C(C#N)C(c2ccco2)C(C(=O)OCc2ccccc2)=C(C)N1 (configuration not stated)
  A = -1; B = -1; C = -4; D = -5; E = -17; F = -9; G = -4; H = -6; I = 2

COc1cc2nc(C3CCC3)nc(N3CCN(c4ccccn4)CC3)c2cc1OC
  A = -9; B = -2; C = 0; D = 4; E = -8; F = 9; G = -2; H = 4; I = 0

CCOc1ccc(N(CC(=O)NC2CCCCC2)C(=O)CSc2nnc(COc3ccccc3)o2)cc1
  A = -11; B = 4; C = 3; D = -7; E = -7; F = 6; G = -3; H = 1; I = -2

O=C1OCCC1Sc1nc2ccccc2[nH]1 (configuration not stated)
  A = -1; B = 3; C = -10; D = 1; E = -14; F = 0; G = 2; H = 2; I = 0

Cc1ccc(N(CC2CO2)S(=O)(=O)c2ccc(C)cc2)cc1 (configuration not stated)
  A = 5; B = -1; C = -1; D = 5; E = 8; F = 21; G = 11; H = 4; I = -1

COC(=O)C1C(c2ccccc2)C(C(=O)N2CCOCC2)C1c1ccccc1 (configuration not stated)
  A = -1; B = -11; C = -21; D = 0; E = -12; F = 2; G = 1; H = 3; I = 0

CCOC(=O)c1cc(NC(=O)N2CCOCC2)c(C)nc1C
  A = -1; B = -6; C = 0; D = 2; E = -1; F = 0; G = -5; H = 1; I = 3

Nc1nnnn1/N=C/c1cccc(O)c1
  A = -2; B = -3; C = -6; D = 0; E = -2; F = 2; G = -7; H = 2; I = 1

CC(C)(C)NC(=O)c1ccc(COCC(F)(F)F)o1
  A = 3; B = -1; C = -22; D = 2; E = 7; F = 6; G = 15; H = 0; I = 1

O=S1(=O)CC/C(=N/Nc2ccccn2)c2cc(F)ccc21
  A = -4; B = 3; C = -7; D = 6; E = -5; F = 8; G = 16; H = x; I = -3

COCCC(=O)N1CCCC(CCC(=O)NCc2ccc(F)c(F)c2)C1 (configuration not stated)
  A = 1; B = 0; C = 0; D = -2; E = -1; F = 21; G = -12; H = 10; I = -1

C=CCN(Cc1nc(-c2cc(OC)ccc2OC)oc1C)C1CCS(=O)(=O)C1 (configuration not stated)
  A = x; B = 0; C = 23; D = 2; E = 11; F = 23; G = 11; H = 7; I = x

O=C(Nc1nncs1)Oc1ccccc1
  A = -6; B = 4; C = 2; D = 6; E = -12; F = 6; G = 7; H = 3; I = 0

CCOc1ccc(CCNC(=O)CCN2C(=O)COc3ccccc32)cc1OCC
  A = -1; B = -10; C = -3; D = -2; E = -1; F = 1; G = 6; H = 7; I = -2

Cc1ccc(Cn2nnc3c(=O)n(Cc4cc(C)ccc4C)cnc32)cc1
  A = 0; B = -8; C = 2; D = -3; E = -5; F = -4; G = 3; H = 19; I = -4

CC(C)(C)C1CCc2c(sc(NC(=O)c3cccs3)c2C(=O)N2CCCCC2)C1 (configuration not stated)
  A = 1; B = 1; C = x; D = -4; E = -6; F = -19; G = 3; H = 0; I = 1

CNC(=O)c1cc2cc(OC)ccc2n1CCN(C)C
  A = 2; B = -7; C = -1; D = 2; E = -11; F = 3; G = -13; H = -3; I = 0

Cc1ccc(NC(=O)CN2C(=S)NC(C)(C)CC2C)cc1Cl (configuration not stated)
  A = 0; B = 0; C = -44; D = -3; E = 4; F = 19; G = -18; H = -1; I = 3

Cc1ccc(N2C(=O)/C(=C\c3ccc(C(C)C)cc3)N=C2SC2CCOC2=O)cc1 (configuration not stated)
  A = 4; B = -8; C = -3; D = -4; E = 3; F = 0; G = -1; H = 0; I = 2

NC(=S)N/N=C/c1coc2cc(Cl)ccc2c1=O
  A = -1; B = -6; C = -16; D = -3; E = -1; F = 5; G = -9; H = 0; I = 0

O=C(CCN1C(=O)C2C3C=CC(C3)C2C1=O)N1CCN(c2ccccn2)CC1 (configuration not stated)
  A = 5; B = -3; C = x; D = 2; E = 16; F = -1; G = 13; H = 1; I = -6

C(=N\Nc1nc2ccccc2[nH]1)/c1ccc2c(c1)OCCO2
  A = 4; B = 1; C = -32; D = 8; E = -9; F = 9; G = -8; H = x; I = 1

Cc1cc(C)c(NC(=O)CCn2nnc3ccccc32)c(C)c1
  A = x; B = -4; C = -7; D = 4; E = 8; F = 25; G = 1; H = -5; I = x

Cc1ccc(N2CC(C(=O)OCC(=O)Nc3ccccc3F)CC2=O)cc1 (configuration not stated)
  A = 1; B = -1; C = -5; D = -1; E = -9; F = -8; G = -2; H = 3; I = 0

COc1ccc(S(=O)(=O)NNC(=O)c2cc3ccccc3o2)cc1
  A = 3; B = -8; C = x; D = 4; E = 3; F = 1; G = 0; H = 5; I = 0

CCCCn1c(N)c(NCC)c(=O)[nH]c1=O
  A = 70*; B = -5; C = -1; D = -4; E = -8; F = 0; G = -20; H = 5; I = 24

N#CCCn1cc(C(=O)O)c(-c2cc3ccccc3o2)n1
  A = -3; B = -8; C = -10; D = 6; E = -4; F = -46; G = 0; H = -5; I = 1

Cc1ccc(C(=O)Cn2c(C)cc(C)c(C#N)c2=O)cc1
  A = -1; B = -10; C = -2; D = -2; E = -18; F = 2; G = 4; H = -1; I = 9

COC(=O)C1CCN(Cc2cc(=O)oc3cc(OC)ccc23)CC1
  A = 4; B = -7; C = -4; D = 3; E = 7; F = 0; G = 6; H = 1; I = 0

CCn1cc(C(=O)N2CCN(c3cccc(Cl)c3)CC2)c2cc(OC)c(OC)cc2c1=O
  A = -2; B = 6; C = -11; D = 2; E = 13; F = 0; G = -6; H = -1; I = -2

O=C(CNS(=O)(=O)c1ccccc1F)Nc1ccc(N2CCOCC2)cc1
  A = -2; B = -2; C = -14; D = 4; E = -1; F = 1; G = -15; H = -1; I = 3

O=C(NC1CCCCC1)C1CCN(c2cnccn2)CC1
  A = 4; B = -1; C = -10; D = 1; E = 0; F = 0; G = -2; H = 4; I = -1

O=c1cccc2n1Cc1cc3ccccc3nc1-2
  A = 7; B = 3; C = x; D = -1; E = 2; F = 0; G = -5; H = 6; I = 1

CCN(CC)C(=O)c1ccccc1NC(=O)c1cccc(S(=O)(=O)N(CC)CC)c1
  A = 1; B = -4; C = -3; D = 2; E = -22; F = 3; G = 8; H = 10; I = -1

CN(CCCNC(=O)C1CCC(=O)N1Cc1ccccc1Cl)c1ccccc1 (configuration not stated)
  A = -1; B = -8; C = -4; D = -8; E = -1; F = -1; G = 2; H = 1; I = 0

CC1CCN(C(=S)Nc2ccc(F)cc2)CC1
  A = -2; B = -3; C = 4; D = -2; E = 0; F = 2; G = -7; H = 4; I = -6

Cc1ccc([N+](=O)[O-])cc1N=Nc1c(-c2ccc([N+](=O)[O-])cc2)[nH]n(C(N)=S)c1=O
  A = -16; B = -3; C = -27; D = 2; E = 11; F = 82*; G = 4; H = 1; I = -1

Single records, from the list above. Values in the order: Runt-SMMHC FRET	RBBP9 inhibitor	Mdm2 ligase inh	p97 inhibitor	NPY-Y1 PAM-ag	Hck-Nef inh	NPY2 pot ag	NPY-Y1 antag	Runt-CBFb FRET
CC1CCN(C(=S)Nc2ccc(F)cc2)CC1 is listed with -2	-3	4	-2	0	2	-7	4	-6
CCN(CC)C(=O)c1ccccc1NC(=O)c1cccc(S(=O)(=O)N(CC)CC)c1 is listed with 1	-4	-3	2	-22	3	8	10	-1
Cc1ccc([N+](=O)[O-])cc1N=Nc1c(-c2ccc([N+](=O)[O-])cc2)[nH]n(C(N)=S)c1=O is listed with -16	-3	-27	2	11	82*	4	1	-1
